Screening results deposited in PubChem by National Center for Advancing Translational Sciences (NCATS).
EPAC2 antag: blocks human EPAC2 exchange factor; AID 720708; EPAC2 GEF exchange of Rap1B-BODIPY-GDP, fluorescence; Q8WZA2; Potency, µM (highest dose often 114 µM), inactives show at the top dose activity, negative = inhibition, hits mostly inhibitors; 0.18% of 360,000 active; further: on the % scale 0 is the no-effect control and ±100 the full control effect; nearly all actives have a fitted effect of over 45% in size; many of its hits are not listed in these tables
EPAC1 antagonist: blocks human EPAC1 exchange factor | O95398 | EPAC1 GEF assay, Rap1b-BODIPY-GDP exchange fluorescence | Potency, µM (highest dose often 115 µM), inactives show at the highest dose activity change, negative = inhibition, actives largely listed as inhibitors | 0.14% of 360,000 active;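 further: plate controls were vehicle for no effect and positive control for full effect; nearly all actives have a fitted effect of over 50% in size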
Target sequence (O95398 whole entry, looked up): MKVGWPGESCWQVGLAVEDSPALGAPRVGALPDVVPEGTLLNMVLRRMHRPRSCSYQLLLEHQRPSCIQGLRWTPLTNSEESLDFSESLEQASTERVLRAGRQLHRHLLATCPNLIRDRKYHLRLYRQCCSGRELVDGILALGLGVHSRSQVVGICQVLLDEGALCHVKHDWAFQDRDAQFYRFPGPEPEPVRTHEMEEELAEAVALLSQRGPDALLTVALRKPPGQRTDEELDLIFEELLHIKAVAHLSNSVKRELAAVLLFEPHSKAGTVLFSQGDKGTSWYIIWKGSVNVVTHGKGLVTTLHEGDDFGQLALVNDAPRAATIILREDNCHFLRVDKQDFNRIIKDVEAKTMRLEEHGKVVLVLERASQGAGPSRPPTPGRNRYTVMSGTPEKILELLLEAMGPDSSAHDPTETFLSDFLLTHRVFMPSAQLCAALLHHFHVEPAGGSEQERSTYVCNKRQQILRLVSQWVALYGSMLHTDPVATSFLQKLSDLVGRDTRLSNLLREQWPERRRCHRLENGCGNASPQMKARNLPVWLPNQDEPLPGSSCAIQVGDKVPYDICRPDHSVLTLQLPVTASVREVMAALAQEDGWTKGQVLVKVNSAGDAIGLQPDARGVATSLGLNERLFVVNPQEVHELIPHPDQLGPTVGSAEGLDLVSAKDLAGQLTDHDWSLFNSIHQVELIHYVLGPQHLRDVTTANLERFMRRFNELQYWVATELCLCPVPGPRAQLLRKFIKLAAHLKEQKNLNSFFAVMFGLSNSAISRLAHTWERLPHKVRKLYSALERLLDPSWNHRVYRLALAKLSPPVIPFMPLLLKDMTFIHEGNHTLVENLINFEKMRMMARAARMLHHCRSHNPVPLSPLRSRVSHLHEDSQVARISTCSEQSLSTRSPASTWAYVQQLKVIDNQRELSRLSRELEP
MmCpn inh: M. maripaludis TRiC chaperonin inhibition; purified Mm-Cpn ATPase, ADP Transcreener TR-FRET; 0.031% of 330,000 active; AID 504842; Potency, µM (doses to about 76.9 µM), for inactives: at the top dose activity, negative = inhibition, usual class: inhibitors; further: on the % scale 0 is the no-effect control and ±100 the full control effect; nearly all actives have a fitted effect of over 80% in size
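Inhibition of chaperonin ATP hydrolysis is measured as reduced ADP production, detected by competitive TR-FRET in which signal falls with ADP. Final enzyme 25 nM and ATP 10 uM, reacted 30 min at 37°C.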
EPAC1 ag: activates human EPAC1 exchange factor; 0.073% of 360,000 active; Potency, µM (series often up to 154 µM), for inactives: top-dose activation, most hits filed as activators; O95398; EPAC1 agonist qHTS, biochemical assay; response scale: 100% = response to 6.5 mM cAMP; further: nearly all actives have a fitted effect of over 60% in size
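Multi-concentration qHTS readout: loss of Rap1B-bound BODIPY-GDP fluorescence driven by 100 nM EPAC1 with excess GDP (50 uM), monitored kinetically at room temperature; agonist response expressed relative to 6.5 mM cAMP.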
Numbers without * were called inactive; ? = inconclusive; nt = not tested or not shown. The call rests on the fitted dose curve; in most records, active means well fitted curve in the direction sought with a large enough effect; inconclusive means small, poorly fitted or top-dose-only effect, or another doubt; inactive means no such curve, though single readings can be large; an effect the other way counts as inactive or inconclusive. Potency means the concentration at half of the fitted maximal effect. The list is partial (hit frequency here may not be typical).

entry	smiles	EPAC2 antag	EPAC1 antagonist
1	Cc1ccc(-n2c(/C=C/c3ccc4c(c3)OCO4)nc3ccccc3c2=O)cc1	nt	nt
2	CC[C@@]1(O)C(=O)OCc2c1cc1n(c2=O)Cc2cc3ccccc3nc2-1	nt	nt
3	CN1C(=O)COc2c(C(=O)NC3CN4CCC3CC4)cc(Cl)cc21 (stereo not drawn)	nt	nt
4	CN1C(=O)C(Cc2ccc3c(c2)OCO3)C(=O)N(C)C1=O	nt	nt
5	CCOC(=O)c1cncn1[C@H](C)c1ccccc1	nt	nt
6	CN1C(=O)C(=Cc2ccc(N3CCOCC3)c([N+](=O)[O-])c2)C(=O)N(C)C1=O	nt	nt
7	CN1C(=O)CN=C(c2ccccc2)c2cc(Cl)ccc21	nt	nt
8	Clc1ccc2c(c1)CCc1cccnc1C2=C1CCNCC1	nt	nt
9	CN(C)C(Cc1ccccc1)C(=O)c1cccs1 (stereo not drawn)	nt	nt
10	O=C1Nc2cc(C(=O)N3CCC4(CC3)OCCO4)ccc2NC1CSCc1cccc(F)c1 (stereo not drawn)	nt	nt

entry	MmCpn inh	EPAC1 ag
1	-1%	nt
2	-11%	nt
3	-1%	nt
4	-3%	nt
5	-1%	nt
6	1%	nt
7	-1%	nt
8	-7%	nt
9	-2%	nt
10	-1%	nt

Next records
entry	smiles	EPAC2 antag	EPAC1 antagonist
11	O=C(Cn1ncc2c3ccccc3n(Cc3ccccc3)c2c1=O)N1CCC2(CC1)OCCO2	nt	nt
12	C(=C\c1ccccc1)/CN1CCN(Cc2ccc3c(c2)OCCO3)CC1	nt	nt
13	CC1=NN(c2ccccc2)C(=O)C1/C=C1/C(=O)NC(=O)N(c2cccc(C)c2)C1=O (stereo not drawn)	nt	nt
14	CCN1CCN(Cc2cc(C(C)(C)C)c(O)c(C(C)(C)C)c2)CC1	nt	nt
15	Cc1cc(OCCN2CC2)c2ccccc2n1	nt	nt
16	COc1ccc(CNCCc2cccc(F)c2)c2ccccc12	nt	nt
17	C[C@]12CCC3C(CC[C@H]4C[C@@H](O)CC[C@]34C)C1C[C@@H](Br)[C@H]2O (stereo partly drawn)	nt	nt
18	CC1=CC(=C2C(=O)NC(=S)NC2=O)C=C(C(F)(F)F)N1CCc1ccccc1	nt	nt
19	O=C(O)Cn1cc(/C=C2\C(=O)NC(=O)N(c3ccc(F)cc3)C2=O)c2ccccc21	nt	nt
20	Cc1ccc(N2C(=O)NC(=O)/C(=C\c3ccc([N+](=O)[O-])o3)C2=O)cc1	nt	nt

entry	MmCpn inh	EPAC1 ag
11	2%	nt
12	?	nt
13	2%	nt
14	-3%	nt
15	-1%	nt
16	-6%	nt
17	0%	nt
18	0%	nt
19	2%	nt
20	-4%	nt

The list continues.
entry	smiles	EPAC2 antag	EPAC1 antagonist
21	O=[N+]([O-])c1ccc(N2CCNCC2)c2ncccc12	nt	nt
22	CC(=O)Cc1c[nH]c2ccccc12	nt	nt
23	COC(=O)C1C=C2c3cccc4[nH]cc(c34)CC2N(C)C1 (stereo not drawn)	nt	nt
24	C=C1C[C@@H]2[C@H](CC[C@]3(C)C(=O)CC[C@@H]23)[C@@]2(C)C=CC(=O)C=C12	nt	nt
25	COc1ccc(OCCOc2cccc(C=C3C(=O)NC(=O)NC3=O)c2)cc1	nt	nt
26	Cc1cc(OCC(=O)Nc2c(C)n(C)n(-c3ccccc3)c2=O)c2c3c(c(=O)oc2c1)CCC3	nt	nt
27	Cc1ccccc1N1C(=O)/C(=C/c2ccco2)C(=O)NC1=S	nt	nt
28	O=C1/C(=C/c2cc3c(cc2Cl)OCO3)N2CCC1CC2	nt	nt
29	O=C1NC(=S)N(c2ccc(F)cc2)C(=O)/C1=C/c1ccco1	nt	nt
30	CCc1nn2c(=O)c(F)c(N3CCNCC3)nc2s1	2%	3%

entry	MmCpn inh	EPAC1 ag
21	2%	nt
22	0%	nt
23	-3%	nt
24	1%	nt
25	-3%	nt
26	-4%	nt
27	-3%	nt
28	0%	nt
29	0%	nt
30	nt	3%

New compounds follow
entry	smiles	EPAC2 antag	EPAC1 antagonist
31	Cc1nc2ccccn2c1P(=S)(c1ccccc1)c1ccccc1	?	?
32	CC1(C)c2[nH]c3ccccc3c2C[C@H]2C(=O)N(Cc3ccccc3F)C(=O)N21	?	-22%
33	CNCC(O)c1cc(F)c(OCc2ccccc2)c(OCc2ccccc2)c1F (stereo not drawn)	17%	-4%
34	COc1cc2c(c(OC)c1OC)-c1ccc(C(=O)O)cc1[C@@H](NC(C)=O)CC2	5%	0%
35	COc1ccc2c(c1)[C@]13CCCCC1C(C2)N(C)CC3 (stereo partly drawn)	13%	13%

entry	MmCpn inh	EPAC1 ag
31	nt	15%
32	nt	-4%
33	nt	7%
34	nt	-19%
35	nt	-17%

14 entries from above in another layout:
nr | Molecule | EPAC2 antag | EPAC1 antagonist | MmCpn inh | EPAC1 ag
19 | O=C(O)Cn1cc(/C=C2\C(=O)NC(=O)N(c3ccc(F)cc3)C2=O)c2ccccc21 | nt | nt | 2% | nt
20 | Cc1ccc(N2C(=O)NC(=O)/C(=C\c3ccc([N+](=O)[O-])o3)C2=O)cc1 | nt | nt | -4% | nt
21 | O=[N+]([O-])c1ccc(N2CCNCC2)c2ncccc12 | nt | nt | 2% | nt
22 | CC(=O)Cc1c[nH]c2ccccc12 | nt | nt | 0% | nt
23 | COC(=O)C1C=C2c3cccc4[nH]cc(c34)CC2N(C)C1 (stereo not drawn) | nt | nt | -3% | nt
24 | C=C1C[C@@H]2[C@H](CC[C@]3(C)C(=O)CC[C@@H]23)[C@@]2(C)C=CC(=O)C=C12 | nt | nt | 1% | nt
25 | COc1ccc(OCCOc2cccc(C=C3C(=O)NC(=O)NC3=O)c2)cc1 | nt | nt | -3% | nt
26 | Cc1cc(OCC(=O)Nc2c(C)n(C)n(-c3ccccc3)c2=O)c2c3c(c(=O)oc2c1)CCC3 | nt | nt | -4% | nt
27 | Cc1ccccc1N1C(=O)/C(=C/c2ccco2)C(=O)NC1=S | nt | nt | -3% | nt
28 | O=C1/C(=C/c2cc3c(cc2Cl)OCO3)N2CCC1CC2 | nt | nt | 0% | nt
29 | O=C1NC(=S)N(c2ccc(F)cc2)C(=O)/C1=C/c1ccco1 | nt | nt | 0% | nt
30 | CCc1nn2c(=O)c(F)c(N3CCNCC3)nc2s1 | 2% | 3% | nt | 3%
31 | Cc1nc2ccccn2c1P(=S)(c1ccccc1)c1ccccc1 | ? | ? | nt | 15%
32 | CC1(C)c2[nH]c3ccccc3c2C[C@H]2C(=O)N(Cc3ccccc3F)C(=O)N21 | ? | -22% | nt | -4%
